KCNH2 3.1 inh – blocks the human KCNH2 3.1 channel isoform | U2OS KCNH2 3.1, thallium flux FluxOr; stronger effect = lower value | activity change, % (tested at about 1.8 µM) | 340,000 compounds, 0.95% hits;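 active = maximum activity change below -70%; inconclusive = maximum activity change from -70% to -50%; inactive = maximum activity change above -50%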;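 also: thallium influx rate constant from kinetic fluorescence after stimulation buffer; % is scaled to controls: 0 for no effect and ±100 for the full control effect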
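We transduce U2OS cells with the mutant 3.1 virus, culture them overnight, load FluxOr with Red40 quencher for 45 min, then add stimulation buffer and read kinetically for 2 min to derive a normalized rate constant.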
Mito fusion act – blocks mitochondrial division or promotes mitochondrial fusion; 320,000 compounds, 0.23% hits; AID 485298; S. cerevisiae fusion-defective mutant growth rescue, CellTiterGlo 48 h; Potency, µM (highest dose often 46.1 µM), without a hit: at the top dose growth rescue (activation), usual class: activators;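 also: potency is read from the fitted curve at half-maximal effect; % of control where 0% means no effect; nearly all actives have a fitted effect of over 45% in size; temperature-sensitive fusion mutants such as fzo1-1 at 37 °C on non-fermentable ethanol glycerol medium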
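Growth-rescue viability read-out: after 48 h at the non-permissive 37C in glycerol/ethanol YPEG, yeast mitochondrial fusion mutants are measured by CellTiterGlo luminescence; compounds (23 nl pinned per well) restoring growth score as division inhibitors or fusion activators.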
A-T KAP1 phos – candidate therapy for ataxia-telangiectasia | 320,000 compounds, 0.19% hits | […] A-T fibroblasts, KAP-1 phosphorylation AlphaLISA; neocarzinostatin DNA damage 30 min before lysis | Potency, µM (doses to about 57.5 µM), for inactives: at the highest dose activation, usual class: activators; also: potency is read from the fitted curve at half-maximal effect; % of control where 0% means no effect; nearly all actives have a fitted effect of over 45% in size
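ATM-like activity read as KAP-1 phosphorylation via AlphaLISA donor/acceptor antibody pairs after lysis and 6 hr at 25C. Cells were ATM-null patient fibroblasts ([…], hTERT), dosed 60 min, then exposed to the DSB inducer NCS for 30 min.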
TSHR antag – blocks TSH signaling through the human TSH receptor | P16473 | TSHR-expressing cells, TSH-stimulated cAMP HTRF, 2 h; stronger effect = lower value | activity change, negative = inhibition, % at 11.5 µM | 330,000 compounds, 0.2% hits;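 active = activity change below a set negative limit, meaning inhibition stronger than a set level, cut at about -70% in these data; inconclusive = activity change between two set negative limits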; also: % is scaled to controls: 0 for no effect and ±100 for the full control effect
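TSHR-expressing cells, 200/well, pre-treated with compound, then stimulated with EC80 TSH (4nM final) for 2 hours at 37 deg C. cAMP measured by competitive HTRF: anti-cAMP cryptate antibody in lysis buffer plus cAMP-d2, read after 30 minutes at room temperature.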
TRPV1 agonist – human TRPV1 agonism; Q8NER1; TRPV1-expressing cells, Fluo-8 calcium influx, agonist mode; activation, % at 8.33 µM; 320,000 compounds, 0.19% hits; AID 540275; in the data active = activation above about 80%; inconclusive = between about 30% and that limit; also: 0% is about no effect
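Fluo-8 calcium influx in TRPV1-expressing cells, kinetic read (ex 480/em 520 nm). Compound added and read 3 min for agonist activity, followed by capsaicin at EC20 final and 2 min further read for enhancement.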
TCR act – activators of T cell receptors | 330,000 tested, under 10 active | primary human leukocytes, anti-CD3, IL-2 HTRF, 48 h | AID 504894 | Potency, µM (titrated, usually from 9.22 µM), for the others: top-dose activation of IL-2 secretion, hits mostly activators; also: % of control where 0% means no effect
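Primary human leukocytes were stimulated with a-CD3 beads plus compounds for 48 hr without co-stimulation; secreted IL-2 was quantified by HTRF using a-IL-2-K (europium cryptate) and a-IL-2-d2, excited at 320nm with acceptor emission read at 665nm.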
Eya2 inh – Eya2 (human) phosphatase inhibition; O00167; Potency, µM (series often up to 76.9 µM), without a hit: top-dose activity, negative = inhibition, actives largely listed as inhibitors; 330,000 compounds, 0.006% hits; recombinant Eya2, OMFP fluorescence dephosphorylation (OMFP is methylfluorescein phosphate); AID 488837; also: potency is read from the fitted curve at half-maximal effect; % is scaled to controls: 0 for no effect and ±100 for the full control effect
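Eya2 (0.2 uM) preincubated 10 min at ambient with compound, then OMFP substrate added at 50 uM; 10 min reaction in 50 mM HEPES pH 7.5, 50 mM NaCl, 5 uM MgCl2, 0.05% BSA, 1 mM DTT. Fluorescence read at Ex 485/Em 525 nm.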
ELG1 DNA repair – blocks ELG1-dependent DNA repair in HEK293T cells. Potency, µM (doses to about 46.1 µM), without a hit: at the top dose activity change, negative = inhibition, most hits filed as inhibitors. 330,000 compounds, 2.3% hits. HEK293T ELG1-luciferase reporter, luminescence, 16 h; DNA damage induced by 5-fluorouridine. AID 504467; also: potency is read from the fitted curve at half-maximal effect; % is scaled to controls: 0 for no effect and ±100 for the full control effect; nearly all actives have a fitted effect of over 55% in size
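Reporter activity after DNA damage by 5-fluorouridine is monitored. Compound-treated cells incubate 16 hr at 37 °C, then ONE-Glo is added for 30 min before luminescence reading.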
USP2a block – blocks human ubiquitin-specific protease USP2a | O75604 | USP2 core, Ub-CHOP2 coupled fluorogenic reporter, 485/531 | Potency, µM (series often up to 38.3 µM), for the others: at the highest dose activity change, negative = inhibition, actives largely listed as inhibitors | 330,000 compounds, 0.01% hits;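 also: potency is read from the fitted curve at half-maximal effect; plate controls were DMSO wells for no effect and full inhibition by NEM control for full effect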
Target sequence (O75604 whole entry, looked up): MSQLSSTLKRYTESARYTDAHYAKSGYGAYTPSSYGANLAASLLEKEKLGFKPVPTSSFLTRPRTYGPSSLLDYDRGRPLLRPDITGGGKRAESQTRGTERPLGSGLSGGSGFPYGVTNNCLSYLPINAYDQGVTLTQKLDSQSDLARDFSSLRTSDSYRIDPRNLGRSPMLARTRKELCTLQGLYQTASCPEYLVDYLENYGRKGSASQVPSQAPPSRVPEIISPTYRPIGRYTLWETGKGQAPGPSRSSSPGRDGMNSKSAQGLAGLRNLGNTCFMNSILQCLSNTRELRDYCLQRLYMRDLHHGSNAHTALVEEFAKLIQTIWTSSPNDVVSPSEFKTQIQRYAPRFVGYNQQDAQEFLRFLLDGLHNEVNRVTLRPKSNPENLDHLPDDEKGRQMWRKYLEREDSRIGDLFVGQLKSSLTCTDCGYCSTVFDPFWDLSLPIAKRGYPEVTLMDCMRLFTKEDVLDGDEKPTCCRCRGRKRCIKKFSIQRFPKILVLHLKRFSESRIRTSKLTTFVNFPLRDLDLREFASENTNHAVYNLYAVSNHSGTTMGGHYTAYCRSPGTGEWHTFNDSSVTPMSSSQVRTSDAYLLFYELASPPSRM
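Deubiquitinase activity read as fluorescence (485/531 nm) after Ub-CHOP2 cleavage activates the enterokinase reporter on its substrate; USP2 core 10nM, Ub-CHOP2 and substrate 25nM each, 30min compound preincubation then 60min RT; data normalized to NEM, curves fitted.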
hERG WT inh – blocks the wildtype human KCNH2 potassium channel; Q12809; U2OS, BacMam KCNH2, thallium flux FluxOr; stronger effect = lower value; activity change, % at 1.84 µM; 340,000 compounds, 0.37% hits; AID 720551;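 active = maximum activity change below -70%; inconclusive = maximum activity change between -70% and -50%; inactive = maximum activity change above -50%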; also: % is scaled to controls: 0 for no effect and ±100 for the full control effect
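U2OS cells transduced with wild-type KCNH2 virus are loaded with FluxOr dye for 45 min, and thallium flux is measured in kinetic reads before and after stimulation buffer. Rate constants are normalized to DMSO controls.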
An asterisk follows results filed as active; i = inactive; u = inconclusive; x = no result given; [ ] = dose if it differs, or a comment. Unless noted, calls follow the shape of the dose curve; as a rule, active = well fitted curve in the direction sought with a large enough effect; inconclusive = small, poorly fitted or top-dose-only effect, or another doubt; inactive = no such curve, though single readings can be large; an effect the other way counts as inactive or inconclusive. A portion of the library; count on the stated rates, not on these rows.

Start of the data: the first 3 compounds (preview)
| mol | KCNH2 3.1 inh | Mito fusion act | A-T KAP1 phos | TSHR antag | TRPV1 agonist | TCR act | Eya2 inh | ELG1 DNA repair | USP2a block | hERG WT inh |
| --- | --- | --- | --- | --- | --- | --- | --- | --- | --- | --- |
| CC(C(=O)NCC1CCCCC1)N1CCN(S(=O)(=O)/C=C/c2ccccc2)CC1 (stereo not drawn) | -6 | 3% | -2% | 6 | 2 | 1%[46.1 µM] | -2% | -23% | 0% | -2 |
| CSc1nc2ccccc2n1C(=O)Oc1ccccc1 | 29 | 0% | 5% | 5 | -1 | -1% | 33% | 7% | -2% | 5 |
| OCc1ccccc1N=c1ssnc1Cl | x | 3% | -3% | -6 | 1 | x | 16% | 0% | 2% | x |

All compounds of this part (from the top)
| mol | KCNH2 3.1 inh | Mito fusion act | A-T KAP1 phos | TSHR antag | TRPV1 agonist | TCR act | Eya2 inh | ELG1 DNA repair | USP2a block | hERG WT inh |
| --- | --- | --- | --- | --- | --- | --- | --- | --- | --- | --- |
| CC(C(=O)NCC1CCCCC1)N1CCN(S(=O)(=O)/C=C/c2ccccc2)CC1 (stereo not drawn) | -6 | 3% | -2% | 6 | 2 | 1%[46.1 µM] | -2% | -23% | 0% | -2 |
| CSc1nc2ccccc2n1C(=O)Oc1ccccc1 | 29 | 0% | 5% | 5 | -1 | -1% | 33% | 7% | -2% | 5 |
| OCc1ccccc1N=c1ssnc1Cl | x | 3% | -3% | -6 | 1 | x | 16% | 0% | 2% | x |
| CC(NC(=O)c1ccc(CS(=O)(=O)c2cccc(C(F)(F)F)c2)o1)c1ccc2c(c1)OCCO2 (stereo not drawn) | 28 | -1% | -2% | -19 | -1 | -4% | 7% | -11% | 4% | -5 |
| CCN(CC)CCOc1ncnc2c1oc1ccccc12 | -3 | -4% | -2% | -4 | 2 | -3% | 8% | 13% | 1% | 38 |
| CC(=O)/C=C\c1cn(-c2ncc(C(F)(F)F)cc2Cl)c2ccccc12 | 4 | u | 7% | -11 | u | 9% | 2% | -20% | 2% | 2 |
| CC(=O)c1cccc(NC(=O)C=C(C)C)c1 | 1 | 3% | 3% | 0 | -2 | x | 1% | 23% | -2% | 21 |
| CCOc1nc(-c2ccc(Cl)cc2Cl)ccc1C#N | 1 | -18% | 14% | -1 | -6 | 12% | 12% | 6% | -3% | 4 |
| COc1ccccc1CNC(=O)C1CCN(c2ncnc3c2nc2n3CCCCC2)CC1 | 11 | 11% | 6% | 7 | -10 | 1% | 6% | u | 3% | 1 |
| CC1CCN(C(=O)Cn2c(=O)n(Cc3ccc4c(c3)OCO4)c(=O)c3ccccc32)CC1 | 26 | 5% | 4% | 22 | 9 | -17% | -6% | 0% | 0% | 9 |
| COC(CNC(=O)CSCc1nc(-c2ccc(SC)cc2)oc1C)OC | x | 22% | 0% | 4 | 4 | -1% | 7% | u | 0% | 26 |
| CCn1cc(CN2CCC(n3nccc3NC(=O)c3ccc(OC)cc3)CC2)cn1 | -6 | 9% | 4% | 18 | -2 | -3% | 13% | 27% | 0% | -1 |
| CC(C)(C)n1nc2c(c1NC(=O)COc1ccc(Cl)cc1)CSC2 | -2 | 4% | 8% | -12 | 4 | -91% | -11% | u | -6% | x |
| Cc1cccn2c(=O)c3cc(C(=O)NC4CCCC4)sc3nc12 | 8 | 1% | 31% | -5 | 1 | 0% | -13% | -29% | -2% | -4 |
| COc1ccc(NC(=O)c2cc(C(C)C)on2)cc1OC | 1 | -1% | 0% | 1 | 10 | 0% | 1% | u | -1% | 10 |
| COc1ccccc1-n1nnnc1S(=O)(=O)Cc1ccc(Cl)cc1 | 2 | 3% | 19% | 0 | 3 | -2% | -1% | u | 0% | -14 |
| Cn1c(SCc2cc([N+](=O)[O-])cc3c2OCOC3)nnc1-c1ccccn1 | 5 | -1% | -13% | -4 | 2 | 3% | -3% | 2% | 0% | i |
| O=C(CCl)Nc1ccc(N=Nc2ccccc2)cc1 | 6 | 22% | 5% | -12 | 21 | 0%[46.1 µM] | -19% | u | 1% | x |
| COc1ccc([N+](=O)[O-])cc1NC(=O)N(C)Cc1ccco1 | 1 | -6% | -3% | -9 | 16 | 6% | 10% | -5% | 3% | 7 |
| CCCCc1nc(NCc2ccccc2)c(C#N)c2c1CCCC2 | x | 7% | 8% | -4 | -1 | 1%[46.1 µM] | 2% | 17% | 4% | 1 |
| Cc1ccc(C(=O)N(C)CC(=O)Nc2cccc(F)c2)cc1S(=O)(=O)N1CCCCC1 | -3 | 2% | 1% | -2 | -2 | -5% | 5% | -6% | 0% | 5 |
| CCCCN(C)C(=O)CNC(=O)c1nn(-c2ccc(OC)cc2OC)c(=O)c2ccccc12 | -3 | 4% | -2% | -4 | 5 | -19% | 6% | -4% | 5% | 7 |
| Cc1ccc(-c2cc(C(=O)N3CCCc4ccccc43)c3ccccc3n2)cc1 | -43 | 16% | -3% | 28 | 11 | x | 4% | u | 1% | -9 |
| O=C(Cn1c(=O)c2sccc2n(Cc2ccc([N+](=O)[O-])cc2)c1=O)NCCc1ccccc1 | -10 | 0% | -4% | 5 | -2 | -3%[46.1 µM] | -17% | u | -2% | -34 |
| Cc1ccc2c(C)ccc(O)c2n1 | -7 | 0% | x | -7 | -7 | 2% | 0% | u | 1% | 1 |

Next section, overlapping the part above by 2 compounds.
| mol | KCNH2 3.1 inh | Mito fusion act | A-T KAP1 phos | TSHR antag | TRPV1 agonist | TCR act | Eya2 inh | ELG1 DNA repair | USP2a block | hERG WT inh |
| --- | --- | --- | --- | --- | --- | --- | --- | --- | --- | --- |
| O=C(Cn1c(=O)c2sccc2n(Cc2ccc([N+](=O)[O-])cc2)c1=O)NCCc1ccccc1 | -10 | 0% | -4% | 5 | -2 | -3%[46.1 µM] | -17% | u | -2% | -34 |
| Cc1ccc2c(C)ccc(O)c2n1 | -7 | 0% | x | -7 | -7 | 2% | 0% | u | 1% | 1 |
| Cc1nc2scc(C)n2c(=O)c1S(=O)(=O)Nc1ccc(N2CCOCC2)c(Cl)c1 | 10 | -14% | -8% | -19 | -3 | 2% | 3% | 3% | 0% | 18 |
| O=C(COC(=O)c1cccnc1Cl)Nc1cc(S(=O)(=O)N2CCCCCC2)ccc1Cl | -11 | 10% | 10% | -32 | -1 | 3% | u | -8% | 2% | 42 |
| Cc1sc2nc(SCC(=O)N3CC(C)OC(C)C3)n(C)c(=O)c2c1C (stereo not drawn) | 10 | 0% | 6% | 22 | 1 | 0% | -15% | u | 0% | 3 |
| O=C(NC1CCN(C(=O)C2CCCCC2)CC1)c1ccccc1 | -13 | -1% | 0% | -1 | 2 | 1% | u | -16% | 1% | -13 |
| COC(=O)C1=C(C)N2C(=O)CSC2=NC1c1ccc2c(c1)OCO2 (stereo not drawn) | -12 | 1% | 1% | -3 | 0 | 4% | -2% | 0% | -2% | 2 |
| COc1ccc(-n2nc3c(c2NC(=O)COc2cccc(OC)c2)CS(=O)(=O)C3)cc1 | 1 | 0% | 3% | 0 | 5 | -4% | 2% | -16% | 4% | 1 |
| C=CCc1cccc(OC)c1OCCOCCNCCO | 23 | -2% | 5% | 30 | -1 | -1% | 6% | -5% | 1% | 1 |
| CCCN=C(C)c1c(-c2ccccc2)[nH]n(-c2nc3ccccc3s2)c1=O | -19 | 2% | -1% | 3 | u | x | 15% | u | -3% | -3 |
| COc1ccc(C(C)NC(=O)C2CCCO2)cc1OC (stereo not drawn) | 11 | -4% | 4% | -7 | 0 | x | 5% | 4% | 1% | 1 |
| Cc1ccc(Cl)cc1NC(=O)CCC(=O)O | 11 | -4% | 0% | -13 | 0 | -3% | -12% | -4% | 3% | 13 |
| CCCCc1c(C)nc(Nc2ccc(OC)cc2)[nH]c1=O | 9 | 5% | 1% | 4 | -4 | 2%[46.1 µM] | 3% | 6% | 2% | -5 |
| Cc1ccc(CN/C=C/C(=O)c2ccc(Br)cc2)cc1 | -40 | 6% | 29% | 4 | 1 | -1% | 5% | u | -4% | -1 |
| O=C(c1ccccc1)N1CCN(c2ccc(NCc3ccc4c(c3)OCO4)cc2)CC1 | -1 | -8% | -19% | -3 | -1 | -3% | 0% | u | -8% | -9 |
| Cc1ccc(N(CC(N)=O)C2SC(=O)N(Cc3ccccc3)C2=O)cc1 (stereo not drawn) | -2 | 1% | 1% | -13 | 4 | -4% | 18% | 2% | 0% | -13 |
| Cc1ccc(NC(NC(=O)c2ccccn2)C(Cl)(Cl)Cl)cc1 (stereo not drawn) | -1 | 1% | -10% | 21 | x | 0% | -4% | 2% | 0% | 5 |
| Fc1ccc(-c2csc(=S)[nH]2)cc1 | 9 | 16% | -2% | -13 | -4 | x | 17% | u | 0% | -10 |

Screening results (PubChem BioAssay)
